Screens deposited in PubChem by National Center for Advancing Translational Sciences (NCATS).
ERK AVP block – inhibitors of vasopressin-stimulated ERK signaling pathway. HEK293-V1b, vasopressin-stimulated pERK AlphaScreen. Potency, µM (series often up to 57.5 µM), for inactives: top-dose activity, negative = inhibition, actives largely listed as inhibitors. 72,000 tested, 0.99% active. AID 995; further: potency means the concentration at half of the fitted maximal effect; on the % scale 0 is the no-effect control and ±100 the full control effect; nearly all actives have a fitted effect of over 55% in size
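Phosphorylated ERK1/2 detected via AlphaScreen bead proximity in lysates of V1b-expressing HEK293 cells given 25 nM vasopressin for 5 min after 30 min compound exposure (37 °C). AC50 from Hill equation; basal DMSO 0%, vasopressin 100%.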
A350 fluor – compounds fluorescent in Alexa 350 spectral region. AID 590. 59,000 tested, 11% active. max dye-equivalent concentration, M. Compound autofluorescence, 340/450 nm, Alexa 350 dye-equivalents; active compounds read high; in the data active means max dye-equivalent concentration above about 10 nM; inconclusive means mostly about 1.1 nM to 9.6 nM
FLuc inh – inhibitors of firefly luciferase; P08659; purified firefly luciferase, luminescence, 8 min; Potency, µM (doses to about 57.1 µM), for inactives: at the top dose activity change, negative = inhibition, usual class: inhibitors; 72,000 tested, 2.2% active; AID 411; further: potency means the concentration at half of the fitted maximal effect; on the % scale 0 is the no-effect control and ±100 the full control effect; nearly all actives have a fitted effect of over 40% in size
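Substrate buffer containing 10 uM ATP (pH 7.2 imidazole, Mg2+, KCl, detergent, BSA) is dispensed, compound pinned in, then luciferase/luciferin detector mix added. After 8 min at ambient temperature, light output is measured.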
Tau fil binding – tau filament binding; 71,000 tested, 2% active; Potency, µM (doses to about 57.1 µM), for inactives: top-dose activity change, negative = inhibition; AID 596; recombinant tau filaments, thioflavin S fluorescence, 15 h; filaments grown with octadecylsulfate alongside compound;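 further: potency means the concentration at half of the fitted maximal effect; on the % scale 0 is the no-effect control and ±100 the full control effect; actives lower thioflavin S fluorescence by blocking filaments or displacing dye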
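Thioflavine S fluorescence (ex 450, em 510 nm) reports filaments formed from 1 uM human tau plus 30 uM ODS over 15 h at 37 C (10 mM HEPES pH 7.4, 100 mM NaCl, 5 mM DTT); compounds displacing dye or blocking filaments lower signal.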
Caspase-1 inhib – blocks human caspase-1 allosterically or competitively. P29466. Caspase-1 enzyme, Ac-WEHD-AFC fluorogenic rate. Potency, µM (doses to about 57.5 µM), for the others: at the top dose activity change, negative = inhibition, hits mostly inhibitors. 75,000 tested, 0.03% active. AID 900;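 further: potency means the concentration at half of the fitted maximal effect; plate controls were vehicle for no effect and no substrate for full effect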
Target sequence (P29466 120-297 limits assumed): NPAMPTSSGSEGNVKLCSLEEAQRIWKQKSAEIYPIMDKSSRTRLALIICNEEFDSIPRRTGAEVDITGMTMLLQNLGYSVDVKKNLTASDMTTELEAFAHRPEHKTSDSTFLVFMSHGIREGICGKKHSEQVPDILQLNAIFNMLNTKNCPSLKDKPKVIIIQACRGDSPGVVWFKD
Target sequence (P29466 317-404 limits assumed): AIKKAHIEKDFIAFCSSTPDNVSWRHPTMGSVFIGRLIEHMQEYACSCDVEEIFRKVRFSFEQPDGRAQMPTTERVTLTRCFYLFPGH
Rhodamine fluor – compound autofluorescence in rhodamine spectral region | Rhodamine-region fluorescence, 547/598 nm, Tris buffer; active compounds read high | max dye-equivalent concentration, M | 59,000 tested, 0.05% active; in the data active means max dye-equivalent concentration above about 11 nM; inconclusive means between about 1.1 nM and that limit
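Steps: pin-transfer compounds into pH 8.0 Tris (100 mM), hold 15 min at room temperature, image with a 547/598 nm filter pair, and convert intensities to rhodamine-equivalent concentration using a six-point on-plate rhodamine series.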
Caspase-7 inhib – blocks human caspase-7 allosterically or competitively | recombinant caspase-7, Ac-DEVD-AFC fluorescence rate | Potency, µM (doses to about 57.5 µM), without a hit: at the highest dose activity change, negative = inhibition, actives largely listed as inhibitors | 75,000 tested, 0.02% active | P55210; active means well fitted inhibition curve with a large enough effect in the main read-out, with a control signal flat, not every such curve was filed as active; inconclusive means small, poorly fitted or top-dose-only effect, or a change in a side signal; further: potency means the concentration at half of the fitted maximal effect; % of control where 0% means no effect
Target sequence (P55210 24-198 limits assumed): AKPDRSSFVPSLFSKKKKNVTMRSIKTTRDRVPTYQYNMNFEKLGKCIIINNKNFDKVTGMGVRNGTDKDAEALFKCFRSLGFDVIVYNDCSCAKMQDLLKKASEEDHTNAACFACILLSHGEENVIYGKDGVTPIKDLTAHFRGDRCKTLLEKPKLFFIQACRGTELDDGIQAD
Target sequence (P55210 207-303 limits assumed): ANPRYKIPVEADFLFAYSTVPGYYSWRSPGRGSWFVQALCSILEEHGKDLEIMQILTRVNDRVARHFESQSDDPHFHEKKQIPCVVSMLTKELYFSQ
HEK293 cAMP ctrl – raises cAMP in parental HEK293 cells, TSHR agonist counter-screen | parental HEK293 CNG cAMP sensor, membrane potential fluorescence | Potency, µM (doses to about 57.1 µM), without a hit: top-dose activation, hits mostly activators | AID 938 | 73,000 tested, 2.5% active; further: potency means the concentration at half of the fitted maximal effect; % of control where 0% means no effect; nearly all actives have a fitted effect of over 55% in size
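Parental HEK 293 cells stably expressing a modified CNG channel (no TSHR) report cAMP rise as membrane depolarization. Membrane potential dye with 100 uM RO 20-1724 was loaded for 60 min at room temperature, then compound added for 30 min; fluorescence read at 590 nm.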
Fluorescein autfl – fluorescein region autofluorescence | Compound autofluorescence, 480/540 nm, fluorescein-equivalent; active compounds read high | max fluorescein-equivalent concentration, M | 59,000 tested, 0.91% active | AID 593; in the data active means max fluorescein-equivalent concentration above about 10 nM; inconclusive means between about 1.1 nM and that limit
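Normalized response (dye-equivalent concentration) derives from comparing each well's 540 nm emission, under 480 nm excitation, with plate-resident fluorescein standards. Compounds were held in 100 mM Tris, pH 8.0, for 15 min at room temperature.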
4-MU autofl – compound fluoresces in the 4-MU spectral region. compound autofluorescence, 340/450 nm, 4-MU equivalents; active compounds read high. max dye-equivalent concentration, M. 59,000 tested, 11% active. AID 589; in the data active means max dye-equivalent concentration above about 10 nM; inconclusive means mostly about 1.1 nM to 9.6 nM
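Compounds in 100 mM Tris, pH 8.0, sat 15 min at room temperature before fluorescence was read at 340 nm excitation/450 nm emission; a per-plate six-point 4-MU standard curve converted signals to dye-equivalent concentration at each compound concentration.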
Texas Red fluor – Texas Red region autofluorescence. 59,000 tested, 0.06% active. AID 587. Compound fluorescence, Texas Red channel, 547/618 nm; active compounds read high. max dye-equivalent concentration, M; in the data active means max dye-equivalent concentration above about 10 nM; inconclusive means between about 1.1 nM and that limit
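Compound titrations in 100 mM Tris pH 8.0 were incubated 15 min at room temperature and read at 547 nm excitation / 618 nm emission. Texas Red six-point standard curve on each plate converted fluorescence to dye-equivalent concentration.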
Numbers without * were called inactive; i = inactive; ? = inconclusive; . = no result given; [ ] = dose if it differs, or a comment. Unless noted, the call rests on the fitted dose curve; in most records, active means well fitted curve in the direction sought with a large enough effect; inconclusive means small, poorly fitted or top-dose-only effect, or another doubt; inactive means no such curve, though single readings can be large; an effect the other way counts as inactive or inconclusive.

SMILES	ERK AVP block	A350 fluor	FLuc inh	Tau fil binding	Caspase-1 inhib	Rhodamine fluor	Caspase-7 inhib	HEK293 cAMP ctrl	Fluorescein autfl	4-MU autofl	Texas Red fluor
COc1cc(C(=O)N(Cc2cc3cc(C)ccc3[nH]c2=O)CC2CCCO2)cc(OC)c1OC (stereo not given)	1%	?	-2%	-6%	-2%	i	1%	1%	i	i	i
Cc1cc(C)c(C(N)=O)c(Nc2ccc3c(c2)OCCO3)n1	-17%	?	1%	-2%	2%	i	0%	-1%	i	i	?
CCn1c(CNC(=O)COC)nc2ccccc21	.	.	2%	-10%	1%	.	-1%	8%	.	.	.
CCc1nnc(NC(=O)CSc2nnc(-c3cc4ccccc4cc3O)n2CC)s1	24%	?	4%	4%	-1%	i	4%	22%	i	?	i
Cc1ccc(OCc2nnc(SCc3cc(=O)[nH]c4ccccc34)o2)cc1	19%	i	0%	33%	-6%	i	-6%	?	i	i	?
COc1ccc(NC(=O)CCc2nc(-c3ccc(C)cc3)no2)cc1Cl	17%	i	-6%	13%	-2%	i	-1%	7%	i	i	i
CCOC(=O)C1C(=O)OC2(CCCC2)C1C(=O)OCC (stereo not given)	-6%	?	0%	14%	-1%	i	-4%	14%	i	i	i
COc1ccc2[nH]c3nc(SCc4nnc(-c5ccc(C)cc5)o4)nnc3c2c1	-9%	i	1%	?	1%	i	3%	9%	i	i	i
CCOC(=O)/C(C#N)=C1/C=CN(C)C(C)=N1	-6%	.	-1%	2%	-2%	.	-1%	3%	.	.	.
Cn1c(N)c(C(=O)COC(=O)C2(c3cccc(F)c3)CCCC2)c(=O)n(C)c1=O	-16%	?	-33%	36%	-2%	i	6%	-10%	i	i	i
CC1(C)CC(=O)C2=C(C1)N(Cc1ccco1)C(=O)C2(NC(=O)c1cccnc1)C(F)(F)F (stereo not given)	.	i	0%[25.5 µM]	.	.	i	.	.	i	i	i
N#Cc1nc(COc2cccc(Cl)c2)oc1N1CCN(c2ccccc2)CC1	?	i	4%	14%	-3%	i	-5%	?	i	i	i
COC(=O)c1[nH]c2ccc(F)cc2c1NS(=O)(=O)c1ccc(OC)cc1OC	-9%	i	1%	-6%	-1%	i	-1%	1%	i	i	i
CCOc1ccc(NS(=O)(=O)c2ccc3c(c2)CCN3C(=O)CCC(=O)O)cc1	11%	2.7e-08M*	2%	-2%	-5%	i	-4%	6%	i	2.7e-08M*	i
CCCCn1c(SCC(=O)NC(C)(C)C)nnc1-c1ccco1	4%	i	0%	10%	2%	i	-2%	4%	?	i	?
CCC(=O)NC(C)C(c1cccs1)N1CCOCC1 (stereo not given)	-20%	i	2%	6%	-4%	i	-6%	-39%[inhibitor]	?	i	i
Cc1ccc(NC(=O)NC2(C(=O)NCc3ccco3)CCCCC2)cc1	14%	i	1%	-11%	-2%	i	-1%	2%	i	i	i
C=CCSc1n[nH]c(-c2ccc(OCCCC)cc2)n1	-7%	i	0%	1%	-2%	i	2%	5%	?	i	?
COC(=O)c1c(NC(=O)CSc2nnc(Cn3nnc4ccccc43)n2C)sc(C)c1C	-10%	i	-1%	-12%	-2%	i	-2%	3%	i	i	i
CCc1nnc(NC(=O)C2CCN(c3nccc(C)n3)CC2)s1	19%	i	0%	3%	1%	i	0%	23%	?	i	i
Cc1ccc(S(=O)(=O)N2CCN(C(=O)CN3CCOCC3)C2C(C)C)cc1 (stereo not given)	-9%	?	1%	5%	-1%	i	-2%	16%	i	?	i
CC(=O)Nc1cccc(OCC(O)Cn2cnc3ccccc32)c1 (stereo not given)	-10%	i	2%	-1%	-4%	i	2%	8%	?	i	i
N#Cc1c2n(c3c(=O)n(Cc4ccccc4Cl)cnc13)CCCC2	-27%	i	-1%	-3%	-1%	i	-4%	8%	?	i	?
O=S(=O)(c1cccc2cccnc12)N1CCN(Cc2ccc3c(c2)OCO3)CC1	?	.	0%	0%	1%	.	0%	0%	.	.	.
O=C(Oc1ccccc1)N1CCC2(CC1)CN(c1ncccn1)C2	9%	i	-9%[11.4 µM]	-17%	-8%	i	3%	-2%	i	i	i
CCOc1ccc2nc(NC(=O)CSc3nnnn3C3CCCCC3)sc2c1	-13%	i	-14%	31%	-1%	i	-5%	23%	?	i	i
CCOC(=O)N1CCN(Cc2ccccc2F)CC1	-17%	i	1%	-2%	1%	i	2%	-1%	i	i	i
CC(C)(C)NC(=O)Cn1c(SCC(=O)NCc2cccs2)nc2ccccc21	-10%	i	0%	-1%	-1%	i	3%	22%	i	i	?
COc1cc(NC(=O)CN2c3cccc4cccc(c34)S2(=O)=O)cc(OC)c1OC	-20%	1e-07M*	7%	1%	-4%	i	-5%	18%	i	8.3e-08M*	i
COc1cc(C(=O)OCCN2CCCCC2)ccc1O	.	i	0%[25.5 µM]	.	.	i	.	.	i	i	i
CCNC(=S)NCC	5%	.	.	-12%	3%	.	1%	-3%	.	.	.
CCCn1c(SCC(=O)N2CCN(c3ccccc3)CC2)nc2ccccc2c1=O	0%	i	4%	22%	-3%	i	-6%	27%	?	i	i
COc1ccc(Cc2nc3ccc(S(N)(=O)=O)cc3[nH]2)cc1OC	-14%	i	-9%	12%	-4%	i	-1%	27%	?	i	i
Cc1c(C)c2ccc(OCc3ccc(C(=O)O)o3)c(C)c2oc1=O	-15%	3.2e-08M*	-10%	-8%	-1%	i	0%	5%	i	2.6e-08M*	i
CCC(=O)NC1(C(F)(F)F)C(=O)Nc2c1c(=O)[nH]c(=O)n2Cc1ccco1 (stereo not given)	.	i	-2%[25.5 µM]	.	.	i	.	.	i	i	i
N#CCc1ccccc1[N+](=O)[O-]	15%	.	.	-2%	-1%	.	1%	6%	.	.	.
Cn1c(=O)[nH]c(=O)c2c1nc(NCc1ccccc1)n2CCCc1ccccc1	-14%	i	3%	12%	0%	i	-1%	2%	?	i	i
Cn1cnc2c1c(=O)n(CC(O)CO)c(=O)n2C (stereo not given)	15%	i	3%	10%	-1%	i	2%	1%	i	i	i
O=C(Cn1c(=O)n(Cc2ccc3c(c2)OCO3)c(=O)c2ccccc21)N1CCCc2ccccc21	1%	i	-9%	3%	-1%	i	1%	14%	i	i	i
COc1ccc(COC(=O)N/N=C2/C[C@@H](O)[C@@H](O)[C@@H]3[C@@H]4C(=O)N(Cc5ccc6c(c5)OCO6)C(=O)[C@H]4CC[C@H]23)cc1	9%[11.5 µM]	.	1%[11.4 µM]	.	0%[11.5 µM]	.	1%[11.5 µM]	4%[11.4 µM]	.	.	.

Arranged by the number under Caspase-7 inhib (low to high): 3 from the list above.
SMILES	Caspase-7 inhib
CCC(=O)NC(C)C(c1cccs1)N1CCOCC1 (stereo not given)	-6%
COc1cc(NC(=O)CN2c3cccc4cccc(c34)S2(=O)=O)cc(OC)c1OC	-5%
CCNC(=S)NCC	1%

Further results follow:
SMILES	ERK AVP block	A350 fluor	FLuc inh	Tau fil binding	Caspase-1 inhib	Rhodamine fluor	Caspase-7 inhib	HEK293 cAMP ctrl	Fluorescein autfl	4-MU autofl	Texas Red fluor
COc1ccc(CNc2cc(-c3cccc(NS(C)(=O)=O)c3)ncn2)c(OC)c1	?	i	1%[2.29 µM]	-3%	-1%	i	-2%	3%	i	i	i
CC(/C=C/c1ccccc1)NC(N)=O (stereo not given)	12%	.	0%	12%	-3%	.	-1%	?	.	.	.
COC(=O)c1oc2c(c1C)C1(CCC2)SCCS1	-18%	i	0%	11%	-2%	i	-1%	-2%	?	i	i
Cc1c(C(=O)Nc2ccc(F)cc2)oc2ccc(S(=O)(=O)N3CCCC3)cc12	?	.	-1%	132%	-3%	.	-1%	0%	.	.	.
COCCNC(=O)C(c1ccc(C)o1)N(Cc1ccc(F)cc1)C(=O)Cn1nnc2ccccc21 (stereo not given)	-9%	i	1%	8%	0%	i	-1%	?	i	i	?
O=C(c1nc2ccccc2s1)N1CCN(c2ccccn2)CC1	-7%	i	-14%	6%	-2%	i	1%	?	i	i	i
O=C(Oc1ccc(OC(=O)N2CCCCC2)cc1)c1ccccc1	3%	i	1%	-2%	0%	i	0%	0%	?	i	i
Cc1ccc(-c2cc(-c3nnc(SCC(=O)N(C)CCC#N)n3N)c3ccccc3n2)cc1	?	1.9e-08M*	13µM*	14%	-5%	i	-1%	-7%	1.1e-08M*	1.9e-08M*	i
CCCC(=O)Nc1ccccc1N1CCN(C(=O)C(C)C)CC1	7%	i	1%	-6%	1%	i	1%	?	i	i	i
CC(=O)Nc1ccc(NC(=O)CNS(=O)(=O)c2ccc(C)cc2)cc1	-6%	i	2%	15%	-1%	i	1%	-2%	i	i	i
CCC(=O)c1ccc(OCC(O)CN2CCOCC2)cc1 (stereo not given)	-8%	?	0%	-4%	-10%	i	-8%	0%	?	?	i
CC/C=C/C/C=C/C/C=C/CCCCCCCC(=O)OCC	26%	.	.	-12%	-1%	.	-3%	?	.	.	.
CN(CCO)C(=O)CCC(=O)Nc1ccc(S(N)(=O)=O)cc1	8%	i	4%	-8%	-1%	i	0%	-1%	i	i	?
O=C(c1ccccc1F)N1CCN(c2ccccc2)CC1	6%	i	-1%	-2%	-3%	i	1%	2%	i	i	?
Cc1cc(C)n2c(SCC#N)nnc2n1	-11%	.	3%	-5%	-4%	.	-1%	-3%	.	.	.

These rows are one share of the data, so the mix of outcomes need not match the whole.
